CHO-K1 Ca ag = nonselective activator or artifact in parental CHO-K1 cells; Fluo-8 calcium fluorescence; scaled to maximal ATP response, vehicle zero; activation, % at 3 µM; 360,000 compounds, 0.48% hits; in the data active = activation above about 15%;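 note: untransfected CHO-K1 host cells lacking M1 receptor as counterscreen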
CHO-K1 Ca antag = counter-screen for M1 antagonists: effect in parental CHO-K1 cells; ATP-induced calcium, Fluo-8 fluorescence; inhibition, % at 3 µM; 360,000 compounds, 0.6% hits; AID 602250;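 active = inhibition above a per-plate cutoff, the plate's mean sample inhibition plus 3 SD, cut at about 24% in these data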;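 note: 0% = DMSO plus EC80 ATP and 100% = DMSO alone without ATP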
M1 PAM parental = counter-screen for M1 PAMs: effect in parental CHO-K1 cells | ATP EC20, Fluo-8 calcium fluorescence; 0% at ATP EC20, 100% at ATP max | activation, % at 3 µM | 360,000 compounds, 0.02% hits;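 active = activation above the run cutoff, the mean activation of all test compounds plus 3 SD, cut at about 40% in these data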;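 note: peak over basal fluorescence ratio in a 140 s read after ATP addition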
TAAR1 antag = human TAAR1 antagonism. CHO RD-HGA16 TAAR1, Fluo-8 calcium fluorescence, antagonist. inhibition, % at 3 µM. 360,000 compounds, 1.5% hits;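 active = inhibition above a per-plate cutoff, the mean inhibition of test compounds on that plate plus 3 SD, cut at about 49% in these data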;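 note: 0% = DMSO plus EC80 beta-PEA response and 100% = DMSO alone without agonist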
Target sequence (Q96RJ0 whole entry, looked up): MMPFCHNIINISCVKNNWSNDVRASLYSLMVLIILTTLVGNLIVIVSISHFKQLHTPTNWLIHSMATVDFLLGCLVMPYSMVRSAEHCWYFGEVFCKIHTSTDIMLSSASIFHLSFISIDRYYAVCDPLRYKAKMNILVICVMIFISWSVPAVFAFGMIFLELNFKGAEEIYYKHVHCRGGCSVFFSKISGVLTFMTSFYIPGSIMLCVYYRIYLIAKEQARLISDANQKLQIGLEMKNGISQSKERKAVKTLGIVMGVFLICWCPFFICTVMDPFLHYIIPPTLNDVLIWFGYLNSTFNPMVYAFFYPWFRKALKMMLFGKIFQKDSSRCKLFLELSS
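Assay system: CHO-derived RD-HGA16 cells stably expressing human TAAR1 plus Gα16. Timing: 140 s kinetic read after compound, 140 s after agonist. Technique: kinetic Fluo-8 calcium fluorescence measurement. Measure: % inhibition of agonist calcium response.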
CHO parental Ca = signal in parental CHO cells, OX1R antagonist counter-screen. parental CHO-K1, ATP-induced calcium, Fluo-8 fluorescence. inhibition, % at 5.6 µM. 330,000 compounds, 0.63% hits;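 active = inhibition above that plate's mean sample inhibition plus 3 SD, cut at about 26% in these data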;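 note: 0% = ATP-challenged DMSO wells and 100% = DMSO wells without ATP; some compounds past the cut are filed as inactive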
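Material: parental CHO cells / Compound: single nominal dose of 5.6 µM per compound / Signal: Fluo-8 fluorescence / Replicates: singlicate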
GPR7 antag = antagonists of human GPR7 (neuropeptides B/W receptor 1) | GPR7-expressing cells, fluorescence antagonist assay | inhibition, % at 4.4 µM | 290,000 compounds, 1.1% hits; in the data active = inhibition above about 16%, passing the limit was not always enough;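 note: cells stimulated with the agonist NPW; 0% = agonist with vehicle and 100% = vehicle without agonist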
Target sequence (P48145 whole entry, looked up): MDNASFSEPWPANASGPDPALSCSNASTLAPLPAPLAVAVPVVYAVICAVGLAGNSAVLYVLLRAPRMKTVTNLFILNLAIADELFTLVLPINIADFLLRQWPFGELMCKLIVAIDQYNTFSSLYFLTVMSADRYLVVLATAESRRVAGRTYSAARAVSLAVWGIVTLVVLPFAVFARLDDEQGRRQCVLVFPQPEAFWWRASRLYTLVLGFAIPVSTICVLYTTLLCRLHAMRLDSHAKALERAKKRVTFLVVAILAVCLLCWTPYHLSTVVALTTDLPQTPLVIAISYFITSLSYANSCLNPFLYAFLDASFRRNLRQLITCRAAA
OXTR agonist = activates the human oxytocin receptor; activation, % at 3 µM; 320,000 compounds, 0.32% hits; AID 2435; P30559; CHO-OTR cells, Fluo-8 calcium fluorescence; normalized: DMSO 0%, oxytocin 100%;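 active = activation above the mean of all tested compounds plus 3 SD, cutoff set per screening run, cut at about 20% in these data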;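 note: peak over basal fluorescence ratio from a 100 s FLIPR kinetic read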
Target sequence (P30559 whole entry, looked up): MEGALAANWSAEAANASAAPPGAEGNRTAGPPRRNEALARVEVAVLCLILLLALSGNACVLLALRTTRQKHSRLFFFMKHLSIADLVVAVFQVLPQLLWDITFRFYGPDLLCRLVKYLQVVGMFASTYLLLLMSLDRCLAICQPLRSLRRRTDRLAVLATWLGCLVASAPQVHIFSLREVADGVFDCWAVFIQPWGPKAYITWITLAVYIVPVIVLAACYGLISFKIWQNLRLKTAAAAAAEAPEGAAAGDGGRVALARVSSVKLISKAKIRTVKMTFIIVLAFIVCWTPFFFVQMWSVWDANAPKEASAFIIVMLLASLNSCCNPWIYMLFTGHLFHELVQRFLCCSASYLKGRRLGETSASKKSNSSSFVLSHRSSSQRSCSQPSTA
OXTR potentiate = potentiates the human oxytocin receptor response | P30559 | 320,000 compounds, 0.061% hits | AID 2445 | activation, % at 3 µM | CHO-OTR cells, Fluo-8 calcium fluorescence, potentiator mode; 0% = oxytocin EC15, 100% = EC100;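 active = activation above that plate's cutoff, the mean activation of tested compounds plus 3 SD, cut at about 6.6% in these data, passing the limit was not always enough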;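 note: 100% uses oxytocin at 75 nM as the full agonist control; some results filed as inactive read as strong as hits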
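System: human OTR in CHO cells / Also added: sub-maximal oxytocin, roughly EC15 / Control set: EC15 oxytocin low, 75 nM oxytocin high / Schedule: 6 min compound pre-incubation at room temperature, 100 s kinetic read / Compound: single-point 3.0 µM / Replication: singlicate / Technique: Fluo-8 calcium dye fluorescence / Read-out basis: % activation of max/min ratio relative to oxytocin controls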
V1aR counter = counter-screen for oxytocin receptor agonists: human V1a receptor agonists; CHO-V1R cells, Fluo-8 calcium fluorescence, agonist mode; 0% DMSO, 100% 3 nM vasopressin; AID 2797; P37288; activation, % at 3 µM; 320,000 compounds, 0.25% hits;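 active = activation above the mean activation of all tested compounds plus 3 SD, per screening run, cut at about 20% in these data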;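 note: signal is peak over basal fluorescence ratio across a 100 second FLIPR read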
Active calls of the source: *; / = not tested or not shown. An unsorted share of the library; overall some 3.5% were active at least once.

SMILES	CHO-K1 Ca ag	CHO-K1 Ca antag	M1 PAM parental	TAAR1 antag	CHO parental Ca	GPR7 antag	OXTR agonist	OXTR potentiate	V1aR counter
CCOC(=O)C1(C)NC(c2ccco2)C2C(=O)N(C)C(=O)C21 (stereo not drawn)	-0.6	-4.3	12.4	1.8	-9.4	-2.6	0.6	-3.6	1.3
COc1cc2c(O)c3c(c(-c4ccc5c(c4)OCO5)c2cc1OC)C(=O)OC3	-0.9	3.4	-5.2	3.2	0.2	3.9	-1.2	3.9	-0.7
Cc1cc(-c2ccccc2)nc(Nc2nc3c(C)cccc3c(=O)[nH]2)n1	0.8	-5.2	11.1	-4.1	/	/	/	/	/
CC(=O)c1ccc(OC(=O)C2c3ccccc3Oc3ccccc32)cc1	1.2	-0.1	15.2	-1.6	-13.2	8.4	-0.6	-5.0	0.0
CCN(C(=O)CSc1nnc(-c2ccncc2)n1-c1ccccc1)C1CCS(=O)(=O)C1 (stereo not drawn)	7.0	-10.0	20.9	-0.5	-12.2	-15.4	-0.2	-2.6	0.7
COc1cccc(C(=O)COC(=O)C(C)N2C(=O)c3ccccc3C2=O)c1 (stereo not drawn)	2.8	-19.2	2.0	2.1	-12.9	1.7	-0.5	-0.4	0.8
COc1ccc(Cc2noc(CN3CCN(c4ccc(Cl)cn4)CC3)n2)cc1OC	22.3*	4.1	0.2	-2.4	-15.9	-0.1	8.9	-11.3	7.3
COc1ccc(NC(=O)C2CCCCN2S(=O)(=O)c2ccc(F)cc2)c(OC)c1 (stereo not drawn)	-0.3	27.4*	-4.0	9.7	-22.4	-7.8	-1.1	-3.1	-0.4
CCOC(=O)NC(Nc1cc(C)ccn1)(C(F)(F)F)C(F)(F)F	0.3	0.8	8.4	-3.4	-11.6	-12.2	0.4	-2.5	-0.1
CCOc1ccc(/C=C(/C#N)c2nnc(N3CCOCC3)n2-c2ccccc2)cc1OC	-0.3	-8.6	8.9	-10.2	/	/	/	/	/
COc1ccc(OC)c(Nc2nc(-c3cccc([N+](=O)[O-])c3)nc3ccccc23)c1	0.7	-8.9	17.9	0.6	-12.6	1.2	0.7	-3.4	2.4
Cc1sc2ncn(-c3ccccc3)c(=O)c2c1C	0.2	-8.7	0.7	-28.1	-16.0	1.2	-2.1	-0.3	-1.7
O=C(Cc1cccs1)Nc1nc2ccccc2s1	-0.3	0.7	5.2	14.2	-21.6	-2.0	-0.5	-4.3	2.3
CCOc1ccc2nc(SCC(=O)Nc3ccc4[nH]c(=O)[nH]c4c3)[nH]c2c1	-0.5	-10.5	4.2	-19.6	5.9	/	0.0	-5.9	0.2
Cc1ccc(C)c(NC(=S)/C(=C(\[O-])c2ccc(OC(F)F)cc2)[n+]2ccccc2)c1	0.4	-17.1	18.5	12.4	-19.6	-9.4	-1.1	-12.5	0.3
O=C(Cn1nnc2ccccc21)OCC(=O)c1ccc(F)cc1	-0.2	-7.6	0.8	0.1	-12.1	-4.9	-0.2	-4.6	1.2
Cc1ccccc1NC(=O)CSc1nc(N)c(C#N)c(-c2cccs2)c1C#N	1.2	-11.9	0.8	7.9	2.2	-3.3	0.1	-12.2	1.4
COc1cc(C(=O)Nc2cc(C(F)(F)F)ccc2N2CCOCC2)ccc1O	0.4	-3.5	20.8	1.4	-17.3	11.2	1.4	-9.1	1.3
CCCCN(CC)C(=O)C1CCCN(S(=O)(=O)c2cccc3nsnc23)C1 (stereo not drawn)	2.6	-2.1	-7.1	-4.7	-27.8	7.7	3.5	-6.8	5.0
COc1cc(Br)cc2cc(C(=O)NCC3CCCO3)c(=O)oc12 (stereo not drawn)	0.2	10.5	9.7	1.2	0.6	-13.5	-1.1	-1.6	-0.4
COC(=O)C1C2CC3c4[nH]c5cc(OC)ccc5c4CCN3CC2CC(OC(=O)CC(C)=O)C1OC (stereo not drawn)	0.8	-8.9	24.3	-3.3	/	/	/	/	/
COc1cc(NC(=O)c2cccs2)c(OC)cc1NC(=O)Cc1ccccc1	0.7	-20.3	3.1	-0.9	-17.6	-9.6	-2.0	-2.8	-1.2
CC12C(=O)N(Cc3ccco3)C(=O)C1C1c3ccccc3C2c2ccccc21 (stereo not drawn)	0.5	-1.9	12.1	2.5	-2.4	-8.7	-2.2	-9.1	-2.4
COc1ccc(N2C(=O)c3ccc(NC(C)=O)cc3C2=O)cc1	0.6	-15.4	15.0	-3.1	-3.5	-3.7	1.0	-10.8	0.5
Cc1ccc(C)c(N2C(=O)CN=C2Nc2ccccc2Cl)c1	-0.4	-16.8	17.8	8.5	-8.5	-3.1	-1.0	-11.8	0.2
Cc1cccc(C(=O)NC2CCN(S(=O)(=O)c3ccc(F)cc3)CC2)c1	4.9	10.4	4.4	-3.5	41.2*	17.1	-1.7	-0.6	-0.2
CC(C)(C)NC(=O)Cn1c(Cl)nc2ccccc21	2.5	-9.6	7.7	-22.0	-5.0	5.1	-0.4	-18.4	0.0
Cc1ccc(NC(=O)C2C3CCCCC32)cc1[N+](=O)[O-] (stereo not drawn)	1.9	-13.2	20.2	-30.8	-17.1	-15.8	-2.0	-18.4	-0.1
Cc1ccc(C)c(NC(=O)C(=O)NCCCN2CCOCC2)c1	0.1	-0.8	6.1	4.3	-5.0	-2.1	-0.5	-2.1	1.0
CC(=O)Nc1ccc(S(=O)(=O)NCCC(=O)OCc2nnc(-c3ccccc3)o2)cc1	-0.4	-1.5	-2.1	9.8	-4.4	/	-1.7	-1.3	-1.4
O=S(=O)(CC(O)CS(=O)(=O)c1ccc(Cl)cc1)c1ccccc1 (stereo not drawn)	/	/	/	-11.6	6.4	-7.9	0.8	-1.2	-0.8
O=S1(=O)CC(N2CCN(CCO)CC2)CN1Cc1cn(Cc2ccccc2)nn1 (stereo not drawn)	0.8	-10.2	22.5	-4.0	/	/	/	/	/
COc1cc(OC)cc(-c2nc(-c3cccs3)no2)c1	0.9	-16.9	17.4	-26.4	-20.9	-12.7	0.5	3.1	-0.2
CCN(CC)C(=O)CCCc1c[nH]c2ccccc12	0.1	3.4	-11.5	5.5	2.8	12.8	0.0	-14.6	2.1
Cn1c(=O)c2ccccc2n(CC(=O)Nc2ccc3c(c2)OCCO3)c1=O	2.3	21.3	3.8	-4.9	-5.5	-7.4	1.7	-9.8	2.2
CCCNC(=O)c1ccc2snnc2c1	-0.1	-4.7	13.6	-1.7	3.2	-10.9	-0.6	-9.5	0.7
Cn1c(=O)c2c(ncn2CC(=O)OCC(=O)NNC(=O)c2ccc(Cl)cc2)n(C)c1=O	0.4	-10.5	13.1	13.9	-7.6	/	0.5	1.1	0.0
C=C(Cl)COc1ccc2c(CCC)cc(=O)oc2c1	-0.2	-10.8	10.2	4.7	-22.5	-8.2	-2.8	-3.5	-1.4
Cc1cc(N2C(=O)c3ccccc3C2=O)n(C)n1	0.6	-9.2	22.2	-13.7	-11.4	-6.0	0.3	-3.7	-0.5
COc1cccc2cc(C(=O)NC3CC(C)(C)NC(C)(C)C3)c(=O)oc12	/	/	/	/	-5.3	-1.1	0.6	1.2	2.6

Two of these compounds in another layout.
The line under a structure holds: CHO-K1 Ca ag, CHO-K1 Ca antag, M1 PAM parental, TAAR1 antag, CHO parental Ca, GPR7 antag, OXTR agonist, OXTR potentiate, V1aR counter
> O=S(=O)(CC(O)CS(=O)(=O)c1ccc(Cl)cc1)c1ccccc1 (stereo not drawn)
  /, /, /, -11.6, 6.4, -7.9, 0.8, -1.2, -0.8
> COc1cc(OC)cc(-c2nc(-c3cccs3)no2)c1
  0.9, -16.9, 17.4, -26.4, -20.9, -12.7, 0.5, 3.1, -0.2

Individual results from the list.
Entry of `O=C(Cn1nnc2ccccc21)OCC(=O)c1ccc(F)cc1` in CHO-K1 Ca ag: -0.2
Entry of `O=C(Cc1cccs1)Nc1nc2ccccc2s1` in CHO-K1 Ca antag: 0.7
Entry of `CC(=O)Nc1ccc(S(=O)(=O)NCCC(=O)OCc2nnc(-c3ccccc3)o2)cc1` in CHO parental Ca: -4.4
Entry of `Cc1ccccc1NC(=O)CSc1nc(N)c(C#N)c(-c2cccs2)c1C#N` in CHO parental Ca: 2.2
Entry of `COc1cccc(C(=O)COC(=O)C(C)N2C(=O)c3ccccc3C2=O)c1` (stereo not drawn) in OXTR agonist: -0.5
Entry of `Cc1ccc(NC(=O)C2C3CCCCC32)cc1[N+](=O)[O-]` (stereo not drawn) in CHO-K1 Ca antag: -13.2

The list goes on:
SMILES	CHO-K1 Ca ag	CHO-K1 Ca antag	M1 PAM parental	TAAR1 antag	CHO parental Ca	GPR7 antag	OXTR agonist	OXTR potentiate	V1aR counter
O=C(N=C1SC2CS(=O)(=O)CC2N1Cc1ccccc1)C1CC1 (stereo not drawn)	0.4	-16.6	15.5	-25.4	/	/	/	/	/
Cn1c(SCC(=O)NCc2ccccc2)ncc(C(=O)Nc2ccccc2)c1=O	0.2	7.5	-14.4	3.7	-15.5	/	-0.3	-18.8	-1.2
Cc1cccc(Cn2ncc(Cl)c(Cl)c2=O)c1	-0.6	1.2	13.2	-11.6	-4.9	-7.7	-1.6	-4.5	-1.4
COc1cc(C(c2c(C)n(C)n(-c3ccccc3)c2=O)c2c(C)n(C)n(-c3ccccc3)c2=O)cc(Br)c1O	-0.1	-2.1	-4.4	-4.6	-21.2	-3.3	-1.8	-9.1	-0.1
Cc1ccc(/C=N/NC(=O)c2ccco2)cc1	0.2	-11.7	14.8	-7.0	9.6	-11.7	-0.9	-2.3	0.9
Cc1cc(NS(=O)(=O)c2ccccc2)ccc1NS(=O)(=O)c1ccccc1	0.1	-2.3	-0.9	-10.2	/	/	/	/	/
CC(C)(C)Cc1nnc(NC(=O)c2ccc3c(c2)OCO3)s1	-0.5	12.8	-7.4	-6.6	-0.1	2.5	0.5	-5.9	1.6
CC(C)(C)n1cnc2cc(NC(=O)c3ccccc3)ccc21	12.3	13.7	2.5	-0.7	-2.6	-11.1	0.4	-12.9	-0.4
CCOC(=O)/C(=C\c1ccc(N2CCC(c3ccccc3)=N2)cc1)C(C)=O	5.5	-13.8	14.8	-3.8	/	/	/	/	/
COc1ccc(CCNS(=O)(=O)c2ccc(Cl)cc2)cc1OC	6.9	-8.9	18.8	-7.9	-11.4	8.7	1.0	-15.0	1.6
COc1ccc(CC(=O)OCC(=O)NC2CCCC(C)C2C)cc1OC (stereo not drawn)	1.2	-15.3	24.4	14.4	-9.2	/	1.0	-2.4	1.1
Cc1cccc(NC(=O)c2cccc(C(=O)Nc3cccc(C)c3)c2)c1	0.7	-3.2	-1.9	31.7	-5.4	-14.2	-0.9	-3.0	0.9
CNC(=O)Cn1nc(C)c2ccccc2c1=O	0.3	-8.8	8.0	-0.3	-4.5	-7.0	0.0	-2.6	0.9
Cc1cc(C(=O)Nc2cccc([N+](=O)[O-])c2C)cs1	0.4	-8.5	8.8	-11.5	1.1	25.4	-1.4	-2.7	0.3
